KCNH2 3.1 block – qHTS for Inhibitors of KCHN2 3.1: Mutant qHTS | activity change, % (tested at about 1.8 µM) | Potassium voltage-gated channel subfamily H member 2, brain isoform KCNH2 3.1 (human) | U2OS KCNH2 3.1, thallium flux FluxOr; active compounds read low | AID 720553, 2013 | 340,000 tested, 0.95% active;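 active = maximum activity change below -70%; inconclusive = maximum activity change from -70% to -50%; inactive = maximum activity change above -50%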;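 also: thallium influx rate constant from kinetic fluorescence after stimulation buffer; % is scaled to controls: 0 for no effect and ±100 for the full control effect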
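Thallium flux via FluxOr fluorescence (Red40 quencher, 45 min loading) in U2OS cells virally expressing the KCNH2 3.1 isoform (1.77 x 10^8 /mL virus, overnight at 37 C). Rate constants from 2-min kinetic reads post-stimulation, normalised to positive and negative controls.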
RORg inh – qHTS for inhibitors of ROR gamma transcriptional activity; AID 2551, 2010; 310,000 tested, 5.4% active; Drosophila S2 Gal4-RORgamma UAS-luciferase reporter, 20 h; Potency, µM (highest dose often 53.6 µM), inactives show top-dose activity change, negative = inhibition, usual class: inhibitors; Nuclear receptor ROR-gamma (Mus musculus), P51450; also: potency is read from the fitted curve at half-maximal effect; % is scaled to controls: 0 for no effect and ±100 for the full control effect; nearly all actives have a fitted effect of over 60% in size
Target sequence (P51450 whole entry, looked up, the tested form may be a part): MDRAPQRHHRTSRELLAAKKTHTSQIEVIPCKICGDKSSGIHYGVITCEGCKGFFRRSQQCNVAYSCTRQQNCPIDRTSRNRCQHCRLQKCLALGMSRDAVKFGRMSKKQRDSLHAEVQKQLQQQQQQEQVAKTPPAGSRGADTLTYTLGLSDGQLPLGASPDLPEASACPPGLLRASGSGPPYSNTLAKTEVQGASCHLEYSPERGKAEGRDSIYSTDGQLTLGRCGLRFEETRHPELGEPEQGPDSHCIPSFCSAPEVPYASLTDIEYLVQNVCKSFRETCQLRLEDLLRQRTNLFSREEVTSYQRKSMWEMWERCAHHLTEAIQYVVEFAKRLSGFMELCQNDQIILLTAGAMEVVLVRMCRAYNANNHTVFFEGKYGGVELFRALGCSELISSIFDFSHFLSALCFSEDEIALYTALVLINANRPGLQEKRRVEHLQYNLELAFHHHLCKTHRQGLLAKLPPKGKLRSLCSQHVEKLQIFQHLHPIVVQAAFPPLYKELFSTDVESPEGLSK
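In this cell-based reporter format, copper sulfate (700 uM final) drives Gal4–ROR gamma fusion expression from a metallothionein promoter in Drosophila Schneider cells; compounds preincubated 1 hr, reporter read after 20 hr at ambient temperature.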
PKM2 act – qHTS Assay for Activators of Human Muscle isoform 2 Pyruvate Kinase. Pyruvate kinase PKM (Homo sapiens), P14618. purified PKM2, Kinase-Glo ATP luminescence, activation; response scale: 0% is enzyme alone, no compound. Potency, µM (titrated, usually from 57.5 µM), without a hit: top-dose activation, hits mostly activators. 260,000 tested, 0.34% active. AID 1631, 2009; also: potency is read from the fitted curve at half-maximal effect; % is scaled to controls: 0 for no effect and ±100 for the full control effect; nearly all actives have a fitted effect of over 55% in size
Target sequence (P14618 whole entry, looked up, canonical isoform): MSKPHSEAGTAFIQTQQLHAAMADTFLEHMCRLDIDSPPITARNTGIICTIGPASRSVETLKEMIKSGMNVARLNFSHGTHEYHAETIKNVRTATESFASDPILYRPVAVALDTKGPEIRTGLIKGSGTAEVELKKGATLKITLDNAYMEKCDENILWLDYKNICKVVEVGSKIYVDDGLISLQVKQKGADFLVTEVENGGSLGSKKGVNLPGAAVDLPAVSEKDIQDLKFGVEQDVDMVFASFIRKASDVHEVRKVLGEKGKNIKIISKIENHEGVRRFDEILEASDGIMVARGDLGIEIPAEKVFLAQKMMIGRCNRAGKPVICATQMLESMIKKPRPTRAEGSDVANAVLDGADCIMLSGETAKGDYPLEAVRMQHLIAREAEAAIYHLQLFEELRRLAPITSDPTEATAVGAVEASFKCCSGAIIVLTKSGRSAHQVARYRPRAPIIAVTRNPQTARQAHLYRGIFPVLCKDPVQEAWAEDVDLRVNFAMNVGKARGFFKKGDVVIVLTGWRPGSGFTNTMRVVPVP
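Purified hPK-M2 (>95% pure) converted ADP (0.1 mM final) to ATP with 0.5 mM PEP in 50 mM imidazole pH7.2, KCl, MgCl2, Tween 20, BSA; 1 h at room temperature. ATP detected by Kinase-Glo luminescence.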
Rab9 prom act – qHTS Assay for Rab9 Promoter Activators | AID 485297, 2010 | Potency, µM (top dose mostly 9.22 µM), without a hit: at the top dose activation, negative = inhibition, most hits filed as activators | Huh7 Rab9 promoter-luciferase reporter, luminescence, 24 h | 320,000 tested, 2.8% active; also: potency is read from the fitted curve at half-maximal effect; % of control where 0% means no effect; nearly all actives have a fitted effect of over 60% in size
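Cell-based reporter: Huh7 stable for Rab9 promoter-driven luciferase, plated in reduced-serum medium with 10% FBS at 1500 cells/well, compound-treated 24 h at 37 °C, luminescence read after 10 min reagent.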
NPC1 prom act – qHTS Assay for NPC1 Promoter Activators; Potency, µM (doses to about 9.22 µM), inactives show at the top dose activation, most hits filed as activators; Huh7 NPC1 promoter luciferase reporter, 24 h; 320,000 tested, 2.4% active; AID 485313, 2010;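 also: potency is read from the fitted curve at half-maximal effect; % of control where 0% means no effect; nearly all actives have a fitted effect of over 60% in size; reporter is driven by a mutant NPC1 promoter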
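Compounds in DMSO were transferred onto Huh7 NPC1-luciferase reporter cells pre-incubated 2 h; after 24 h at 37 °C, Amplite reagent was dispensed and luminescence recorded 10 min later.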
MBNL1-CUG inh – qHTS Assay for Inhibitors of MBNL1-poly(CUG) RNA binding; Muscleblind-like protein 1 (Homo sapiens), Q9NR56; TR-FRET MBNL1-His/biotin-(CUG)12 binding, 665/545 ratio; Potency, µM (top dose mostly 57.5 µM), inactives show top-dose activity change, negative = inhibition, actives largely listed as inhibitors; 280,000 tested, 0.036% active; active = well fitted inhibition curve with a large enough effect in the signal ratio, with a control signal flat, not every such curve was filed as active; inconclusive = small, poorly fitted or top-dose-only effect, or effect the other way, or a change in a side signal; inactive = no such curve, though single readings can be large or run the other way; the % refers to the signal ratio; also: potency is read from the fitted curve at half-maximal effect; % is scaled to controls: 0 for no effect and ±100 for the full control effect
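Inhibition of protein-RNA binding appears as loss of TR-FRET between terbium anti-His antibody on MBNL1-His and streptavidin-XL665 on biotin-(CUG)12. Activity is normalized to buffer-only and uninhibited-complex controls.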
FLuc counter – qHTS profiling assay for firefly luciferase inhibitor/activator using purifed enzyme and Km concentrations of substrates (counterscreen for miR-21 project); Luciferin 4-monooxygenase (Photinus pyralis), P08659; purified FLuc, Km substrates, luminescence inhibition; Potency, µM (titrated, usually from 57.5 µM), for the others: at the top dose activity change, negative = inhibition, actives largely listed as inhibitors; 360,000 tested, 6.9% active; AID 588342, 2011;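 also: potency is read from the fitted curve at half-maximal effect; plate controls were vehicle for no effect and reference inhibitor for full effect; nearly all actives have a fitted effect of over 55% in size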
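Purified P. pyralis luciferase (10nM final) with 10uM D-luciferin and 10uM ATP (Km levels) in 50mM Tris acetate pH 7.5, 10mM Mg acetate, 0.01% Tween-20, 0.05% BSA; qHTS 6-point titration, ~60 µM downward; luminescence read.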
Gal4-VP16 FLuc – VP16 counterscreen qHTS for inhibitors of ROR gamma transcriptional activity; Drosophila S2 Gal4-VP16 UAS-luciferase, luminescence, 20 h; Potency, µM (titrated, usually from 53.6 µM), without a hit: at the top dose activity, negative = inhibition, usual class: inhibitors; 310,000 tested, 3.5% active;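 also: Gal4-VP16 expression switched on by copper sulfate through the metallothionein promoter; potency is read from the fitted curve at half-maximal effect; % is scaled to controls: 0 for no effect and ±100 for the full control effect; nearly all actives have a fitted effect of over 50% in size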
ELG1 repair inh – qHTS screen for small molecules that inhibit ELG1-dependent DNA repair in human embryonic kidney (HEK293T) cells expressing luciferase-tagged ELG1; 330,000 tested, 2.3% active; AID 504467, 2011; HEK293T ELG1-luciferase reporter, luminescence, 16 h; DNA damage induced by 5-fluorouridine; Potency, µM (top dose mostly 46.1 µM), for the others: at the highest dose activity change, negative = inhibition, actives largely listed as inhibitors; also: potency is read from the fitted curve at half-maximal effect; % is scaled to controls: 0 for no effect and ±100 for the full control effect; nearly all actives have a fitted effect of over 55% in size
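Overnight (16 hr) co-exposure of 2,000 cells/well to 5-fluorouridine and compound at 37 °C preceded detection. Luciferase was quantified via ONE-Glo luminescence; loss of signal denotes inhibition.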
Menin MLL FP TR – qHTS Assay for Inhibitors Targeting the Menin-MLL Interaction in MLL Related Leukemias: Competition With Texas Red Labeled MLL-derived Mutant Peptide. 270,000 tested, 0.23% active. O00255. Potency, µM (highest dose often 61.6 µM), for inactives: at the top dose FP activity change, negative = inhibition, most hits filed as inhibitors. Menin + Texas Red MLL mutant peptide, fluorescence polarization. AID 1768, 2009; active = well fitted inhibition curve with a large enough effect in the polarisation, with a control signal flat, not every such curve was filed as active; inconclusive = small, poorly fitted or top-dose-only effect, or effect the other way, or a change in a side signal; inactive = no such curve, though single readings can be large or run the other way; the % refers to the polarisation; also: potency is read from the fitted curve at half-maximal effect; % of control where 0% means no effect; many of its hits are not listed in these tables
Mito fusion yeast – qHTS Assay for Small Molecule Inhibitors of Mitochondrial Division or Activators of Mitochondrial Fusion; Potency, µM (doses to about 46.1 µM), inactives show at the top dose growth rescue (activation), hits mostly activators; S. cerevisiae fusion-defective mutant growth rescue, CellTiterGlo 48 h; 320,000 tested, 0.23% active; AID 485298, 2010;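 also: potency is read from the fitted curve at half-maximal effect; % of control where 0% means no effect; nearly all actives have a fitted effect of over 45% in size; temperature-sensitive fusion mutants such as fzo1-1 at 37 °C on non-fermentable ethanol glycerol medium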
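Temperature-sensitive fusion-defective S. cerevisiae (e.g. fzo1-1, mgm1-5) were grown with compound in YPEG medium (3% ethanol, 3% glycerol) for 48 hours at 37C. Growth rescue was measured as viability by CellTiterGlo luminescence after 10 minutes at ambient.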
* = called active by the depositor; ? = inconclusive; . = not tested or not shown; & = joins results of further samples; [ ] = another dose, or the depositor's remark. Unless noted, calls follow the shape of the dose curve; as a rule, active = well fitted curve in the direction sought with a large enough effect; inconclusive = small, poorly fitted or top-dose-only effect, or another doubt; inactive = no such curve, though single readings can be large; an effect the other way counts as inactive or inconclusive. This is a subset. The share of hits here may be higher or lower than overall.

SMILES	KCNH2 3.1 block	RORg inh	PKM2 act	Rab9 prom act	NPC1 prom act	MBNL1-CUG inh	FLuc counter	Gal4-VP16 FLuc	ELG1 repair inh	Menin MLL FP TR	Mito fusion yeast
O=C(CN(C(=O)Cn1nnc(-c2cccs2)n1)c1ccc2c(c1)OCCO2)NC1CCCCC1	-9	10%	2%	1%	-2%	-15%	2%	12%	5%	3%	0%
S=C(Nc1cccnc1)Nc1cccc2cnccc12	8	-17%	-2%	10%	-5%	10%	?	-16%	-17%	-13%	-1%
Cc1ccc(NC2=C(Cl)C(=O)N(C3CCCCC3)C2=O)cc1	-10	-14%	-6%	0%	0%	12%	-2%	-3%	?	11%	-4%
Nc1cc(N)nc(SCC(=O)c2ccccc2)n1	13	-4%	-2%	20%	2%	3%	-17%	-9%	15%	?	0%
Oc1cccc2ccc(/C=C/c3ccc(Br)s3)nc12	21	6%	-5%	?	-9%	3%	6.7µM*	?	?	-3%	1%
Cc1csc(SCC(=O)c2cc(C)n(Cc3cccs3)c2C)n1	-10	6.3µM*	1%	0.32µM*	?	-9%	0.17µM*	8.9µM*	?	-3%	2%
Cc1ccccc1NC(=O)C1C2/C=C\CCCCC21 (stereo unspecified)	9	8%	-6%	13%	0%	-12%	-1%	-13%	14%	0%	0%
C=CCN=C1SC(CC)C(=O)N1S(=O)(=O)c1ccc(C)cc1 (stereo unspecified)	-11	-41%	6%	2%	-2%	4%	-1%	7%	-3%	.	-3%
COc1ccc(CNC(=O)c2ccc(CS(=O)Cc3ccc(Cl)cc3)o2)cc1 (stereo unspecified)	-10	14%	.	1%	-1%	-2%	0%	12%	-6%	.	2%
CCOc1ccc(-c2nc(-c3ccc(OC)c(OC)c3)no2)cc1OCC	.	-27%	3%	-7%	-1%	-11%	1%	-7%	-5%	-12%	1%
CCN1CCN(C(c2cccs2)C(C)NC(=O)NC2CCCCC2)CC1 (stereo unspecified)	0	-4%	-2%	-2%	-1%	2%	4%	-1%	0%	7%	-7%
CCN(CC(=O)Nc1c(F)cccc1F)C(=O)Cc1ccc(OC)c(S(=O)(=O)N2CCOCC2)c1	-9	.	.	-4%	-4%	.	5%	.	1%	.	1%
COCCCNc1nc2ccccc2nc1NS(=O)(=O)c1ccc(C)cc1C	4	16%	5%	1%	-3%	9%	-4%	2%	?	.	4%
Cc1cc(C)cc(C(=O)NC(CC(N)=O)c2ccc(N3CCC(N4CCCCC4)CC3)c([N+](=O)[O-])c2)c1 (stereo unspecified)	12	12%	4%	1%	-4%	?	1%	0%	-10%	1%	2%
Cc1ccc(CNC(=O)C2CCN(S(=O)(=O)N3CCCCC3)CC2)cc1	12	23%	1%	0%	1%	2%	1%&1%	-3%	-3%	1%	6%
Cc1c(NS(=O)(=O)c2cccc(C(=O)OCC(=O)N(C)C3CCCCC3)c2)c(=O)n(-c2ccccc2)n1C	-2	2%	-19%	2%	-1%	-3%	-14%	-11%	-9%	-21%	0%
CNC(=O)C(=O)NCCCN1CCOCC1	5	-3%	1%	4%	-3%	-4%	1%	-8%	12%	-5%	-33%[inhibitor]
Cc1ccc2c(c1)cc(CN(CCc1ccccc1)C(=O)N1CCOCC1)c1nnnn12	-17	-4%	1%	3%	1%	3%	1%	2%	?	-28%	16%
Cn1c(CNC(=O)OC(C)(C)C)nnc1SCc1c(Cl)cccc1Cl	-2	12%	1%	0%	-1%	-14%	3%	1%	-20%	.	14%
Cc1ccc(C)c(N2CCN(C(=O)c3ccc(CS(=O)(=O)c4ccccc4C)o3)CC2)c1	-6	-16%	9%	-28%	-9%	-1%	0%	3%	26µM*	-4%	26%
Cc1nn(CC(=O)N/N=C/c2ccc(F)cc2)c(C)c1[N+](=O)[O-]	11	26%	-2%	2%	-5%	.	-1%	11%	-14%	.	7%
CCCn1c(SCC(=O)c2ccc3c(c2)OCCO3)n[nH]c1=O	2	0%	-5%	27%	19%	-2%	?	8%	-5%	-21%	-4%
C/C(=N\NC(=O)c1cccc(S(=O)(=O)N2CCOCC2)c1)c1ccco1	0	-19%	2%	13%	0%	-8%	-9%	-11%	?	.	4%
CSc1ccc(C2NC(=O)CCC2[N+](=O)[O-])cc1 (stereo unspecified)	7	13%	.	14%	1%	-6%	0%	10%	4%	-4%	-5%
Cc1ccc2nc(SCc3nnc(-c4ccccc4[N+](=O)[O-])o3)c(C#N)cc2c1	7	-8%	1%	2%	1%	18%	3%	-15%	10%	?	-3%

Next section:
SMILES	KCNH2 3.1 block	RORg inh	PKM2 act	Rab9 prom act	NPC1 prom act	MBNL1-CUG inh	FLuc counter	Gal4-VP16 FLuc	ELG1 repair inh	Menin MLL FP TR	Mito fusion yeast
CC(NC(=S)Nc1ccc(OC(F)F)c(Cl)c1)C(C)(C)C (stereo unspecified)	0	2.8µM*	3%	-1%	0%	1%	?	13µM*	?	?	-2%
COc1ccc(CN(C)C(=O)c2cnc(OC)cc2C(F)(F)F)c(OC)c1	10	35%	3%	-3%	0%	-8%	0%	-2%	?	.	3%
Cc1ccccc1C(=O)Nc1ccc(Br)cn1	-13	?	-5%	3.5µM*	?	4%	11µM*	0%	?	-16%	6%
COc1ccc(NC(=O)CCCc2nnc3n(C)c(=O)c4sccc4n23)cc1	-13	0%	0%	-4%	-1%	6%	1%	2%	0%	-3%	-14%
O=C(Nc1ccc(F)c(Cl)c1)c1ccccc1	23	.	.	1.8µM*	3.2µM*	.	11µM*	.	?	.	22%
Cc1ccc(-n2c(=O)c3sccc3n(Cc3cc(=O)n4ccccc4n3)c2=O)cc1F	.	0%	-1%	-1%	-2%	-10%	0%	?	11%	-1%	3%
Cc1ccc2nc(SCC(=O)c3c(N)n(C4CC4)c(=O)[nH]c3=O)[nH]c2c1	7	.	.	0%	-6%	.	-16%	.	0%	.	0%
CCN1CCN(c2ccc(NC(=O)c3cc(OC)c(OC)c(OC)c3)cc2)CC1	5	20%	1%	7%	0%	-10%	2%	8%	20%	9%	3%
Cc1ccc(NS(=O)(=O)c2ccc(N3C(=O)CCC3=O)cc2)cc1	3	33%	-3%	-2%	-2%	-2%	-2%	-12%	9%	12%	0%
COc1ccc(C(=O)NCC(c2ccco2)N2CCCC2)cc1S(=O)(=O)N1CCCCC1C (stereo unspecified)	9	.	.	-1%	-5%	.	2%	.	5%	.	2%
CCOC(=O)c1ccc(NC(=O)CSc2nnc(CC)o2)cc1	6	0%	2%	1%	2%	-3%	0%	7%	8%	.	2%
O=C(NCc1ccco1)c1ccc(OCC2CCCO2)cc1 (stereo unspecified)	14	14%	-5%	4%	15%	-10%	-15%	-5%	?	15%	-3%

No new results follow: an excerpt of the list.
SMILES	KCNH2 3.1 block	RORg inh	PKM2 act	Rab9 prom act	NPC1 prom act	MBNL1-CUG inh	FLuc counter	Gal4-VP16 FLuc	ELG1 repair inh	Menin MLL FP TR	Mito fusion yeast
CC(NC(=S)Nc1ccc(OC(F)F)c(Cl)c1)C(C)(C)C (stereo unspecified)	0	2.8µM*	3%	-1%	0%	1%	?	13µM*	?	?	-2%
COc1ccc(CN(C)C(=O)c2cnc(OC)cc2C(F)(F)F)c(OC)c1	10	35%	3%	-3%	0%	-8%	0%	-2%	?	.	3%

Screening results from PubChem.
